# Screening results deposited in PubChem by National Center for Advancing Translational Sciences (NCATS).
# aSyn yeast inh = rescues yeast growth from alpha-synuclein toxicity; Yeast expressing alpha-synuclein, growth rescue, BacTiter-Glo, 24 h; Potency, µM (doses to about 46.1 µM), for the others: top-dose growth rescue (activation), most hits filed as activators; 0.14% of 370,000 active; AID 652106; also: potency is read from the fitted curve at half-maximal effect; % of control where 0% means no effect; nearly all actives have a fitted effect of over 65% in size
#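 Rescue of yeast growth: cells expressing toxic alpha-synuclein, induced in galactose at OD600 0.02, incubated with compound 24 h at 30 C. ATP luminescence quantified growth; inhibitors of toxicity appear as activators.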
# FUS suppressor = rescues growth of FUS-expressing yeast; S. cerevisiae FUS-expressing, growth rescue, OD600, 24 h; Potency, µM (titrated, usually from 76.6 µM), for the others: at the top dose growth rescue (activation), most hits filed as activators; 0.24% of 390,000 active;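 also: potency is read from the fitted curve at half-maximal effect; plate controls were DMSO vehicle for no effect and reference control for full effect; nearly all actives have a fitted effect of over 55% in size; some results filed as inactive show a strong effect at the top dose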
#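 Cultures pregrown in 2.5% raffinose medium are shifted to minimal medium containing 2% galactose to express toxic FUS. Compounds are tested at several concentrations. After 24hr at 30C, growth is quantified at 600 nm absorbance.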
# GLP1R inv ag = GLP-1 receptor (human) inverse agonism; P43220; HEK293 GLP-1R CRE-luciferase, luminescence, 24 h; GLP-1R form is constitutively active; Potency, µM (titrated, usually from 38.3 µM), without a hit: at the top dose activity change, negative = inhibition, actives largely listed as inhibitors; 1.6% of 410,000 active; also: potency is read from the fitted curve at half-maximal effect; % is scaled to controls: 0 for no effect and ±100 for the full control effect; nearly all actives have a fitted effect of over 55% in size
#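 Inverse agonism was detected as reduced cAMP-driven luciferase luminescence after 24 h compound treatment. The cells were HEK293 clones expressing constitutively active human GLP-1R with the reporter. Reporter-only and GPR119 cell lines served as counterscreen controls.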
# DRD3 antagonist = blocks the human D3 dopamine receptor | P35462 | D3R cells, DiscoveRx beta-arrestin luminescence, antagonist mode; active compounds read low | max response, negative = inhibition, % | 2.5% of 360,000 active | AID 652054; in the data active = max response below about -50%; inconclusive = no clear call, values can overlap the other calls; also: % is scaled to controls: 0 for no effect and ±100 for the full control effect; mostly tested at two doses, the higher about 12 µM
# Target sequence (P35462 whole entry, looked up): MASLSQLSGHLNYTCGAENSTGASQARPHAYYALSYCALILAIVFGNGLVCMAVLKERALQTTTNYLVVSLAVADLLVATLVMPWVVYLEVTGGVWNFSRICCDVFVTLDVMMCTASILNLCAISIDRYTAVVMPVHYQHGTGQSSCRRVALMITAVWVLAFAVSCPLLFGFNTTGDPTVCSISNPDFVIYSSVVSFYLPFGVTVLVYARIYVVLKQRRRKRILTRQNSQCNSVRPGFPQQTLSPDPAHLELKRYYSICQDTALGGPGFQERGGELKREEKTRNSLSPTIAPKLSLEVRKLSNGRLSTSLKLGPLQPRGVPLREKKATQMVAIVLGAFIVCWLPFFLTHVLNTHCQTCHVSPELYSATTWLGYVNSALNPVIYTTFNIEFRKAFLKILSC
#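 Cells expressing the human receptor were seeded at 1500 cells/well, incubated overnight at 37 degrees C in 5% CO2, then exposed to library compounds with dopamine controls for 90 minutes at 37 degrees C before luminescent detection.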
# PTHR1 agonist = activates the human parathyroid hormone receptor PTHR1; Q03431; HEK293 GP2 PTHR1 cells, GloSensor cAMP luminescence, 1 h; Potency, µM (doses to about 115 µM), without a hit: top-dose activation, actives largely listed as activators; 0.075% of 410,000 active; AID 743266; also: potency is read from the fitted curve at half-maximal effect; nearly all actives have a fitted effect of over 55% in size; some results filed as inactive show a strong effect at the top dose; inactives centre near -15; many of its hits are not listed in these tables
# Target sequence (Q03431 whole entry, looked up): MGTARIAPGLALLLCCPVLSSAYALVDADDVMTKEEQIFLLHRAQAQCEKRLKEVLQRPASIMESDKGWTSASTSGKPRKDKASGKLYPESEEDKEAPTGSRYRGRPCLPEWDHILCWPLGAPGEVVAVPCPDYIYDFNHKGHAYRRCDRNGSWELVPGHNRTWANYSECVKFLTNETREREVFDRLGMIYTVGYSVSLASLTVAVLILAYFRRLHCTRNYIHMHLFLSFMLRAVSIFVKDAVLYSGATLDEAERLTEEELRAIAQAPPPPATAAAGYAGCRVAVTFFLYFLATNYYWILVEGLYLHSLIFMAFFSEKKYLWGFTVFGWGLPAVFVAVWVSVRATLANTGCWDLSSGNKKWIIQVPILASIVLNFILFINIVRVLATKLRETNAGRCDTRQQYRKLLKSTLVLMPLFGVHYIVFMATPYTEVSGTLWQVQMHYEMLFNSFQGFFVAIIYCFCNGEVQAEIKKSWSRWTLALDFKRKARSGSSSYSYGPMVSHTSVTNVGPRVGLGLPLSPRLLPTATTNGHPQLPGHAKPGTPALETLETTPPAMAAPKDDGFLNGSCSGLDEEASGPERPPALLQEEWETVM
#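 HEK-293-derived GP2 cells expressing PTHR1 and a GloSensor cAMP reporter, 3,000/well, plated overnight, given luciferin plus IBMX (each 0.5 mM as added) for 1 h at 37 °C, then compound for 1 h at 37 °C. Luminescence was read after 15 min at room temperature.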
# Abeta yeast res = compounds reversing amyloid beta toxicity in yeast | yeast expressing A-beta42, growth rescue, OD600, 48 h; response scale: 0% DMSO, 100% iron-clioquinol control | Potency, µM (titrated, usually from 46.1 µM), for the others: top-dose growth rescue, most hits filed as activators | 0.063% of 410,000 active | AID 1347071; also: potency is read from the fitted curve at half-maximal effect; nearly all actives have a fitted effect of over 55% in size
#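 Yeast growth medium received pinned compounds, then yeast cells expressing toxic A-beta were added; plates incubated at 30 C for 48 hr. Growth read as absorbance at 600 nm, normalized to DMSO and equimolar FeCl3 plus clioquinol controls.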
# GLP1R ag = activates the human GLP-1 receptor | P43220 | Potency, µM (highest dose often 45.6 µM), without a hit: at the top dose activation, usual class: activators | 0.007% of 380,000 active | HEK293 GLP-1R CRE-luciferase, luminescence, 4-6 h; cells express a hypersensitive GLP-1R form; also: potency is read from the fitted curve at half-maximal effect; % of control where 0% means no effect
# Akt phos inh = blocks phosphorylation of Akt | Neuro2A IGF-stimulated pAkt S473 HTRF, 20 min; active compounds read low | activity change, % for hits at 50 µM | 0.32% of 360,000 active; in the data active = activity change below about -80%; inconclusive = mostly about -51% to -80%; also: % is scaled to controls: 0 for no effect and ±100 for the full control effect
#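 Single-point screen (50 µM final compound) in Neuro2A cells stimulated 20 min with 6 nM IGF at 37 deg C. After lysis, Ser473-phosphorylated Akt read by HTRF (ex 330 nm, em 615/665 nm) as the 665/615 ratio.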
# TDP43 rescue = rescues yeast growth from TDP-43 toxicity. 1.8% of 410,000 active. AID 652104. TDP-43 expressing yeast growth rescue, BacTiter-Glo, 24 h. Potency, µM (doses to about 46.1 µM), for the others: at the top dose growth rescue (activation), most hits filed as activators; also: potency is read from the fitted curve at half-maximal effect; % of control where 0% means no effect; nearly all actives have a fitted effect of over 50% in size
#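 In this qHTS, compounds that restore growth of yeast expressing TDP-43 appear as activators. Cells (OD600=0.02, galactose medium, raffinose-pregrown) are incubated with compound 24 hr at 30 deg C and growth is quantified by BacTiter-Glo.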
# * = called active by the depositor; i = inactive; ? = inconclusive; . = no result given; [ ] = remark or other dose. Unless noted, calls follow the shape of the dose curve; as a rule, active = well fitted curve in the direction sought with a large enough effect; inconclusive = small, poorly fitted or top-dose-only effect, or another doubt; inactive = no such curve, though single readings can be large; an effect the other way counts as inactive or inconclusive. These rows are one share of the data; count on the stated rates, not on these rows.
cpd	SMILES	aSyn yeast inh	FUS suppressor	GLP1R inv ag	DRD3 antagonist	PTHR1 agonist
1	O=C1CC(N2CCCc3ccccc32)C(=O)N1c1ccccc1 (configuration not stated)	-13%	36%	8%	2	-6%[57.5 µM]
2	COc1ccc(Nc2ccc([N+](=O)[O-])cc2[N+](=O)[O-])cc1	6%	18%	-4%	-21	-46%
3	CC(O)CN(CCC(N)=O)CCC(N)=O (configuration not stated)	-13%	20%	13%	-18	i
4	CCOC(=O)C1CCN(C(C(=O)NC2CCCCC2)c2ccc(OC)cc2)CC1 (configuration not stated)	6%	0%	18%	-22	-1%[57.5 µM]
5	Cn1cc(CN2CCC(CO)CC2)c(-c2ccc(Oc3ccccc3)cc2)n1	-2%	-1%	10µM*	-1	i
6	O=C(N/N=C1/CCS(=O)(=O)c2ccc(F)cc21)c1ccccn1	3%	11%	19%	9	-7%
7	O=C(NCCN1CCOCC1)c1cc(-c2cccc(Cl)c2)on1	0%	5%	7%	-22	i
8	Cc1ccc([N+](=O)[O-])cc1S(=O)(=O)N1CCn2cccc2C1c1ccc(F)c(F)c1 (configuration not stated)	.	20%	?	.	-8%
9	Cc1ccc(C)c(C(=O)CN2C(=O)NC3(CCCCCC3)C2=O)c1	9%	4%	?	-13	-71%
10	O=[N+]([O-])c1ccc(-c2ccn[nH]2)o1	12%	-14%	-20%	6	i
11	Cc1ccccc1N1CCN(c2ccc(NC(=O)C3CCCCC3C(=O)O)cc2)CC1 (configuration not stated)	7%	18%	?	0	-21%
12	Cc1cc(OCC(=O)NCC2CCC(C(=O)O)CC2)c2c(C)c(Cc3ccccc3)c(=O)oc2c1 (configuration not stated)	-4%	-3%	7%	2	-5%
13	Cc1ccc(-c2nn(-c3ccc(F)cc3)cc2C(=O)N2CCN(C3CCS(=O)(=O)C3)CC2)cc1 (configuration not stated)	0%	16%	-11%	-3	-3%
14	Cc1ccc(C(=O)OCn2nnc3ccccc3c2=O)cc1[N+](=O)[O-]	6%	-37%	9%	4	-18%
15	Cc1nnc(SCCN2CCOCC2)n1-c1cccc(Cl)c1	1%	2%	2%	?	i

cpd	Abeta yeast res	GLP1R ag	Akt phos inh	TDP43 rescue
1	11%	-8%	i	0%
2	-14%	7%	i	27%
3	7%	-2%	i	-11%
4	-3%	-8%	i	-4%
5	-3%	3%	i	-7%
6	-2%	-1%	i	11%
7	-24%	3%	i	-21%
8	6%	.	.	?
9	8%	12%	i	18%
10	-26%	6%	i	?
11	-4%	-7%	i	3%
12	-9%	0%	i	8%
13	7%	9%	i	14%
14	-41%[inhibitor]	9%	i	22%
15	20%	0%	i	12%

# Single values from the list.
# Result for no. 10 in Abeta yeast res: -26%
# Result for no. 7 in TDP43 rescue: -21%

# (list continues)
cpd	SMILES	aSyn yeast inh	FUS suppressor	GLP1R inv ag	DRD3 antagonist	PTHR1 agonist
16	Cc1nn(-c2ccccc2)c(C)c1NC(=O)COC(=O)c1ccc(S(=O)(=O)C(F)F)cc1	-1%	13%	4%	2	-10%
17	C=C(C)C(=O)Oc1ccc(N2C(=O)[C@@H]3C4C=CC(C4)[C@@H]3C2=O)cc1	0%	11%	105%[activator]	-12	-11%
18	Cc1ccc(/C=C/C(=O)Nc2ccc([N+](=O)[O-])c(NC(=O)/C=C/c3ccc(C)o3)c2)o1	-8%	34%	23%	-21	-8%
19	Cn1nc(C(C)(C)C)cc1C(=O)N1CCCCC1c1cc(C(=O)NCc2cccnc2)no1 (configuration not stated)	-13%	5%	-9%	0	-22%
20	CCCOc1ccc(C(=O)NCc2ccco2)cc1	-16%	-10%	-2%	21	i
21	O=C(CCN1C(=O)C2C3C=CC(C3)C2C1=O)Nc1nccs1 (configuration not stated)	5%	7%	3%	7	-15%
22	COc1ccc(CC(=O)NNC(=S)NC(=O)c2cc(OC)c(OC)c(OC)c2)cc1	6%	10%	-34%	-2	i
23	COc1ccc(CC(=O)Nc2ccccc2C(F)(F)F)cc1S(=O)(=O)N1CCOCC1	-2%	8%	-12%	0	i
24	CC1=C(OC(=O)c2ccccc2)C(C)(C)C(c2ccccc2)OC1=O (configuration not stated)	0%	-31%	-16%	-1	i
25	NS(=O)(=O)c1cccc(NC(=O)COC(=O)c2ccccc2C(=O)c2ccccc2)c1	-3%	6%	3%	-12	-17%
26	CC(=O)N1CCc2cc(S(=O)(=O)NCCCN3CCN(Cc4ccccc4)CC3)ccc21	1%	2%	5%	?	i
27	O=C(O)CN(c1ccccc1F)S(=O)(=O)c1ccccc1	-5%	23%	0%	-19	i
28	CC(C)N1CCN(Cc2nc3ccccc3s2)CC1CCO (configuration not stated)	0%	40%	0%	7	i
29	Cn1nnnc1SCCNCc1ccccc1OCc1ccccc1F	.	3%	?	.	-53%[inhibitor]
30	Cc1noc(C)c1COC(=O)c1cc(S(=O)(=O)N2CCOCC2)ccc1Cl	1%	-4%	2%	-13	-31%

cpd	Abeta yeast res	GLP1R ag	Akt phos inh	TDP43 rescue
16	12%	-14%	i	23%
17	2%	-2%	i	28%
18	6%	-5%	i	-9%
19	-5%	5%	i	7%
20	-2%	-3%	i	?
21	10%	-6%	i	-1%
22	-8%	-3%	i	14%
23	-6%	-2%	i	1%
24	33%	-14%	i	?
25	3%	-7%	i	9%
26	15%	3%	i	1%
27	-7%	-6%	i	11%
28	6%	6%	i	-12%
29	-5%	1%	.	-11%
30	7%	4%	i	?

# 10 structures from above, ordered by count of non-hydrogen atoms, falling.
cpd	SMILES	aSyn yeast inh	FUS suppressor	GLP1R inv ag	DRD3 antagonist	PTHR1 agonist
19	Cn1nc(C(C)(C)C)cc1C(=O)N1CCCCC1c1cc(C(=O)NCc2cccnc2)no1 (configuration not stated)	-13%	5%	-9%	0	-22%
26	CC(=O)N1CCc2cc(S(=O)(=O)NCCCN3CCN(Cc4ccccc4)CC3)ccc21	1%	2%	5%	?	i
23	COc1ccc(CC(=O)Nc2ccccc2C(F)(F)F)cc1S(=O)(=O)N1CCOCC1	-2%	8%	-12%	0	i
22	COc1ccc(CC(=O)NNC(=S)NC(=O)c2cc(OC)c(OC)c(OC)c2)cc1	6%	10%	-34%	-2	i
30	Cc1noc(C)c1COC(=O)c1cc(S(=O)(=O)N2CCOCC2)ccc1Cl	1%	-4%	2%	-13	-31%
29	Cn1nnnc1SCCNCc1ccccc1OCc1ccccc1F	.	3%	?	.	-53%[inhibitor]
17	C=C(C)C(=O)Oc1ccc(N2C(=O)[C@@H]3C4C=CC(C4)[C@@H]3C2=O)cc1	0%	11%	105%[activator]	-12	-11%
28	CC(C)N1CCN(Cc2nc3ccccc3s2)CC1CCO (configuration not stated)	0%	40%	0%	7	i
27	O=C(O)CN(c1ccccc1F)S(=O)(=O)c1ccccc1	-5%	23%	0%	-19	i
20	CCCOc1ccc(C(=O)NCc2ccco2)cc1	-16%	-10%	-2%	21	i

cpd	Abeta yeast res	GLP1R ag	Akt phos inh	TDP43 rescue
19	-5%	5%	i	7%
26	15%	3%	i	1%
23	-6%	-2%	i	1%
22	-8%	-3%	i	14%
30	7%	4%	i	?
29	-5%	1%	.	-11%
17	2%	-2%	i	28%
28	6%	6%	i	-12%
27	-7%	-6%	i	11%
20	-2%	-3%	i	?

# More results
cpd	SMILES	aSyn yeast inh	FUS suppressor	GLP1R inv ag	DRD3 antagonist	PTHR1 agonist
31	CC(C)C(N)c1csc(NC(=O)Nc2ccccc2C(C)(C)C)n1 (configuration not stated)	0%	?	?	14	i
32	COC(=O)c1ccccc1NC(=O)CSc1c2c(nc3ccc(Cl)cc13)CCCC2	.	7%	11%	.	-54%[inhibitor]
33	COCCN1CCN(Cc2nc(Cc3ccc(OC)c(OC)c3)no2)CC1	1%	-11%	-22%	11	i
34	CN(Cc1ccccc1)C(=O)[C@@H]1CCCN1S(=O)(=O)c1ccc(Cl)cc1	11%	13%	-27%	-6	-12%
35	COc1ccc(NC(=O)OCCn2c([N+](=O)[O-])cnc2C)cc1	1%	0%	41%[activator]	1	i
36	COc1ccc(CNCCCSc2ncccn2)cc1OC	0%	2%	9%	-65*	i
37	O=C(CN(c1ccccc1)S(=O)(=O)c1ccc(F)cc1)NC1CCS(=O)(=O)C1 (configuration not stated)	4%	10%	18%	13	i
38	O=C(N/N=C\c1cc2c(cc1Cl)OCO2)c1cccnc1	-3%	34%	16%	16	i
39	Cc1ccc(NC(=O)CCCNC(=O)c2ccc(Cl)cc2)nc1	1%	13%	8%	-23	22%
40	Cc1nc(C(=O)NNC(=O)c2ccc(Cl)cc2)c(C(F)(F)F)o1	-3%	3%	6%	5	i
41	COc1cc(/C=N/Nc2nc(Nc3ccccc3)nc(N3CCCCC3)n2)ccc1OCC(=O)O	-8%	?	-7%	-3	-20%

cpd	Abeta yeast res	GLP1R ag	Akt phos inh	TDP43 rescue
31	0%	0%	i	19%
32	-6%	.	.	?
33	4%	2%	i	3%
34	3%	6%	i	10%
35	-9%	0%	i	-16%
36	-13%	17%	i	6%
37	5%	5%	i	14%
38	4%	-2%	i	-18%
39	-6%	-4%	i	-22%
40	-12%	1%	i	2%
41	9%	9%	i	-2%
